Rhodamine autofl = compound autofluorescence in rhodamine spectral region; max dye-equivalent concentration, M; Rhodamine-region fluorescence, 547/598 nm, Tris buffer; active compounds read high; actives 0.05% (n = 59,000); in the data active = max dye-equivalent concentration above about 11 nM; inconclusive = between about 1.1 nM and that limit
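Intensities are converted to rhodamine-equivalent concentration using a six-point rhodamine standard on each plate. Compounds sit 15 min at room temperature in 100 mM Tris buffer, pH 8.0; read uses the 547/598 nm excitation/emission pair.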
Texas Red fluor = compound fluoresces in the Texas Red spectral region; actives 0.06% (n = 59,000); max dye-equivalent concentration, M; AID 587; Compound fluorescence, Texas Red channel, 547/618 nm; active compounds read high; in the data active = max dye-equivalent concentration above about 10 nM; inconclusive = between about 1.1 nM and that limit
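Compound fluorescence was read after 15 min at room temperature in 100 mM Tris, pH 8.0, using 547 nm excitation and 618 nm emission across a concentration series. It was expressed as Texas Red dye-equivalent concentration from an on-plate standard curve.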
Pol III holo inh = inhibitors of bacterial DNA polymerase III holoenzyme | reconstituted DNA polymerase III holoenzyme replication, biochemical | Potency, µM (doses to about 57.1 µM), for inactives: at the top dose activity change, negative = inhibition | actives 0.25% (n = 71,000); also: potency is read from the fitted curve at half-maximal effect; % is scaled to controls: 0 for no effect and ±100 for the full control effect
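Reconstituted *E. coli* holoenzyme (0.35 nM Pol III, 1 nM beta, 154 nM SSB, 2 nM primase) was preincubated with compound for 15 min at RT. Synthesis on 1.4 nM ssM13Gori ran 35 min, then was stopped with PicoGreen/EDTA and read as dsDNA fluorescence.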
GFP derepression = epigenetic GFP locus derepression in mouse cells; actives 0.09% (n = 68,000); mouse C127i GFP locus derepression, cytometry, 30 h; Potency, µM (doses to about 46.1 µM), for inactives: at the top dose GFP derepression (activation); also: % of control where 0% means no effect
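Locus derepression in mouse mammary C127i cells whose integrated CMV-GFP reporter is normally silent; GFP expression after 30 h compound treatment was quantified by counting fluorescent cells.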
Fluorescein autfl = compound fluoresces in the fluorescein spectral region; max fluorescein-equivalent concentration, M; actives 0.91% (n = 59,000); Compound autofluorescence, 480/540 nm, fluorescein-equivalent; active compounds read high; AID 593; in the data active = max fluorescein-equivalent concentration above about 10 nM; inconclusive = between about 1.1 nM and that limit
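Compounds were pin-transferred into 100 mM Tris buffer, pH 8.0, and incubated 15 min at room temperature. Fluorescence was read at 480 nm excitation/540 nm emission. Signals were normalized to an on-plate six-point fluorescein standard curve as dye-equivalent concentration.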
HBB splicing = alters splicing of the hemoglobin beta chain; HBB splicing reporter cell assay, activation; EGFP reporter with mutant IVS2-654 intron; response scale: normalised to 500 nM splice-correcting PNA; Potency, µM (series often up to 46.1 µM), without a hit: top-dose activation, hits mostly activators; actives 0.06% (n = 65,000); also: potency is read from the fitted curve at half-maximal effect; 0% is about no effect
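Compounds were applied for 2 days to HeLa EGFP-654 cells, 500/well in Optimem with 2% FCS. The reporter's EGFP is disrupted by mis-splicing of beta-globin intron IVS2-654. Readout: summed well GFP fluorescence from 488 nm laser scanning; reference was 500 nM antisense […] 654 PNA.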
Ub-GFP proteasome = proteasome inhibitors stabilizing ubiquitin-GFP reporter | Potency, µM (doses to about 45.9 µM), inactives show at the top dose activation (GFP accumulation), most hits filed as activators | AID 526 | 67,000 tested, under 10 active | Ubiquitin-GFP reporter cells, proteasome inhibition, GFP fluorescence; response scale: untreated = 0%, 10 µM MG-132 = 100%; active = well fitted activation curve with a large enough effect, not every such curve was filed as active; inconclusive = small, poorly fitted or top-dose-only effect, or another doubt; inactive = no such curve, though single readings can be large or run the other way; also: potency is read from the fitted curve at half-maximal effect
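U2OS cells expressing ubiquitin(G76V)-GFP, seeded overnight in 0.5% FBS medium, then treated 4 hr at 37 C across 46 uM to 2.9 nM. GFP-positive cells counted by laser cytometry (488 ex/515 em); %activity scaled between basal and 10 uM MG-132.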
Hsp90 Hop PPI = changes Hsp90-Hop TPR2A binding signal, up or down. AID 595. actives 0.44% (n = 71,000). AlphaScreen TPR2A-His6 binding biotin-Hsp90 C-terminal peptide. Potency, µM (titrated, usually from 57 µM), for the others: top-dose activity change, negative = inhibition; active = well fitted curve in either direction with a large enough effect; inconclusive = small, poorly fitted or top-dose-only effect, or another doubt; also: potency is read from the fitted curve at half-maximal effect; % is scaled to controls: 0 for no effect and ±100 for the full control effect; many of its hits are not listed in these tables
4MU fluor = compound fluoresces in the 4-MU spectral region; compound autofluorescence, 340/450 nm, 4-MU equivalents; active compounds read high; max dye-equivalent concentration, M; actives 11% (n = 59,000); AID 589; in the data active = max dye-equivalent concentration above about 10 nM; inconclusive = mostly about 1.1 nM to 9.6 nM
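Intrinsic fluorescence at 340/450 nm (ex/em) was read after 15 min at room temperature in pH 8.0, 100 mM Tris. Each compound concentration expressed as 4-MU-equivalent concentration from a six-point 4-MU standard series on each plate.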
HADH2 inhib = HADH2 (human) dehydrogenase inhibition; recombinant HADH2, NADH fluorescence, beta-hydroxybutyryl-CoA; Q99714; Potency, µM (series often up to 57.1 µM), for inactives: top-dose activity change, negative = inhibition, most hits filed as inhibitors; AID 886; actives 3.4% (n = 73,000); also: potency is read from the fitted curve at half-maximal effect; % is scaled to controls: 0 for no effect and ±100 for the full control effect; nearly all actives have a fitted effect of over 60% in size; many of its hits are not listed in these tables
Target sequence (Q99714 whole entry, looked up, one chain of several): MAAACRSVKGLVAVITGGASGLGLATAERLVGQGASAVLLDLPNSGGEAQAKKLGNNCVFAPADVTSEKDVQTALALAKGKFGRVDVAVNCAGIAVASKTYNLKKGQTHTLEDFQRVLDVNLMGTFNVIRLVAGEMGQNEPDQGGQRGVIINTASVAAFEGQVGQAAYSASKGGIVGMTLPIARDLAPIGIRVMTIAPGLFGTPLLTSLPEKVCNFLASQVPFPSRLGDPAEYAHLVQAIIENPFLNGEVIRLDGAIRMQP
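His-tagged recombinant enzyme from E. coli, 20 nM, preincubated 15 min RT with compound; reaction started with 1 mM NAD+ and 90 uM beta-hydroxybutyryl-CoA in 100 mM Tris-HCl pH 9.0. NADH fluorescence (ex 360/em 450) read over 4 min; last-minus-first difference.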
15-hLO inh = inhibitors of human 15-lipoxygenase (ALOX15). P16050. purified 15hLO-1, xylenol orange hydroperoxide absorbance. Potency, µM (highest dose often 57.1 µM), for inactives: at the highest dose activity change, negative = inhibition, most hits filed as inhibitors. actives 1.4% (n = 74,000); also: potency is read from the fitted curve at half-maximal effect; % is scaled to controls: 0 for no effect and ±100 for the full control effect; nearly all actives have a fitted effect of over 55% in size
Target sequence (P16050 whole entry, looked up): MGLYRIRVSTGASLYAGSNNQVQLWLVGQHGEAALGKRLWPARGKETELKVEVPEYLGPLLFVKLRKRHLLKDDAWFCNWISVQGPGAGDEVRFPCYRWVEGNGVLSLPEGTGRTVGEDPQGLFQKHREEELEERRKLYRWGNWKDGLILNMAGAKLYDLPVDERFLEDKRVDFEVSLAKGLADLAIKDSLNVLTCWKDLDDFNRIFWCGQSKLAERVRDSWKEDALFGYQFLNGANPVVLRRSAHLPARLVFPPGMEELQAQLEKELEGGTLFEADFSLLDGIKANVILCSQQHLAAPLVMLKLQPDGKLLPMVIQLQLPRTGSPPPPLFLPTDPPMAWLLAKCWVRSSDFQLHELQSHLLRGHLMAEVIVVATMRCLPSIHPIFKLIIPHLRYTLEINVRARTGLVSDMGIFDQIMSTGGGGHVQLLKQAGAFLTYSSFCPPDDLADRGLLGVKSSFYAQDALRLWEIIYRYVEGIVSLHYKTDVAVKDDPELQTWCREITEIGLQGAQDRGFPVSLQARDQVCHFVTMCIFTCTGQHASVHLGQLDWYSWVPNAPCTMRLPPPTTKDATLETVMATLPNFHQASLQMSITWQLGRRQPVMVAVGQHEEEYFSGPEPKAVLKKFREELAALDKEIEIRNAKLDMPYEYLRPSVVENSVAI
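Purified human 15hLO-1 (40 nM) in 25 mM Hepes pH 7.5, 0.01% Triton X-100, preincubated 15 min RT with compound, then 50 uM arachidonic acid for 6 min. Hydroperoxide read by ferrous/xylenol orange, 30 min; 573/405 nm absorbance ratio gave progress.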
Active calls of the source: *; i = inactive; ? = inconclusive; . = not tested or not shown; [ ] = remark or other dose. Unless noted, calls follow the shape of the dose curve; as a rule, active = well fitted curve in the direction sought with a large enough effect; inconclusive = small, poorly fitted or top-dose-only effect, or another doubt; inactive = no such curve, though single readings can be large; an effect the other way counts as inactive or inconclusive. Only part of the results is shown; count on the stated rates, not on these rows.

mol | GFP derepression | Hsp90 Hop PPI | Fluorescein autfl | 15-hLO inh | HADH2 inhib | Texas Red fluor | 4MU fluor | Rhodamine autofl | Pol III holo inh | HBB splicing | Ub-GFP proteasome
Cc1nn(-c2nc3ccccc3s2)c(N)c1-c1ccccc1 | 0% | 1% | i | -15% | -16% | i | i | i | 8% | 0.3% | 8%
O=S(=O)(c1ccc(F)cc1)N1CCC(N2CCCC2)CC1 | . | -7%[2.3 µM] | . | -20% | 9% | . | . | . | -4% | -1.4% | ?
O=C(O)c1ccc(-c2ccccc2Cl)o1 | -1% | -1% | i | 4% | 2% | i | i | i | -3% | 0.3%[57.5 µM] | 6%
COc1ccc(OC)c(NC(=O)Cn2c(-c3ccc(Cl)cc3)noc2=O)c1 | -3% | -3% | ? | 4% | 2% | i | i | i | 2% | -0.1%[57.5 µM] | 2%
O=C(c1cc(C(F)(F)F)cc(C(F)(F)F)c1)N1CCC2(CC1)CN(c1ccccc1)C2 | 0%[9.22 µM] | -20% | i | -17% | ? | i | i | i | -9% | 1.6% | 1%
O=C(CN1C(=O)c2ccccc2S1(=O)=O)NC1CCCC1 | -3% | -8% | i | -6% | 4% | ? | i | i | 4% | -0.1% | 4%
COc1ccc(-c2oc3ncn(CCN4CCOCC4)c(=N)c3c2-c2ccc(OC)cc2)cc1 | 4% | -10% | ? | -13% | ? | i | 1.7e-08M* | i | -11% | -0.4%[0.369 µM] | 3%
Cc1cc(NC(=O)CSc2cn(CCNC(=O)c3ccc(F)cc3)c3ccccc23)no1 | -4% | -6% | i | -9% | 3% | ? | i | i | -4% | -3.9% | 10%
Cn1c(=O)oc2cc(S(=O)(=O)Nc3ccc4c(c3)OCCO4)ccc21 | 0% | -6% | ? | 7% | -6% | i | ? | i | 0% | -2.1%[57.5 µM] | -2%
CCOc1ccccc1C(=O)N1CCN=C1SC | 1% | 0% | i | 2% | 12% | i | i | i | 6% | -0.7% | 0%
O=S(=O)(c1ccccc1)N1CCC2(CC1)CN(C(c1ccccc1)c1ccccc1)C2 | -2%[9.22 µM] | -18% | i | -7% | 2% | i | i | i | 1% | 2.8% | 4%
CN1CCC(NC(=O)Cc2c(F)cccc2Cl)CC1 | 4% | -4% | i | -1% | 5% | ? | i | i | -4% | 1.0% | 0%
COC(=O)C1=C(C)NC(=O)NC1c1ccccc1 (stereo unspecified) | 0% | -4% | ? | 15% | 3% | ? | i | i | -2% | -1.1% | 2%
N#Cc1ccc(CN2CCCC3(CCN(S(=O)(=O)c4ccccc4)CC3)C2)cc1 | 2%[9.22 µM] | 4% | ? | -11% | -1% | i | i | i | -9% | 0.1% | 0%
COc1cccc(Nc2ncc(C(=O)O)c3ccccc23)c1 | -3% | ? | i | -2% | -8% | i | i | i | 2% | 1.0% | -8%
COCCN1C(=O)c2ccc(C(=O)O)cc2C1=O | 0% | 3% | ? | 6% | 3% | ? | ? | i | -6% | 1.0% | 3%
COc1ccccc1N1CCN(CC(=O)Nc2cccc(F)c2)CC1 | 6% | -1% | i | 11% | -3% | i | i | i | -4% | 7.6% | 3%
COc1ccccc1NC(=O)C(Cc1ccc(Cl)cc1)c1nn[nH]n1 (stereo unspecified) | -1% | -5% | ? | -1% | 4% | i | i | i | -2% | 1.9% | 2%
O=C(CCn1c(=O)oc2ccccc21)Nc1nccs1 | 3% | 2% | i | 8% | 3% | i | i | i | 2% | 3.8% | 6%
Cn1c(/C(C#N)=C2/CCCCCN2)nc2ccccc21 | -1% | -2% | ? | 4% | 7% | i | 2.2e-08M* | i | 1% | 0.2%[57.5 µM] | 4%
Cc1ccc(NC(=O)Cn2c(C)cc(C)c(C#N)c2=O)c(Cl)c1 | 5% | -1% | i | 0% | 36%[activator] | i | i | i | -11% | 1.5% | 1%
COc1cc(C)c(CNc2ccc(OC)c(OC)c2)cc1C | -2% | -25%[11 µM] | . | -27%[11.4 µM] | -9%[11.4 µM] | . | . | . | -4%[11.4 µM] | -5.0%[0.0738 µM] | 0%[9.17 µM]
Cc1nc(Nc2ncc3c(n2)CC(C)(C)CC3=O)nc2ccccc12 | -1%[20.6 µM] | . | i | . | . | i | i | i | . | . | .
Nc1ccccc1N | . | 1% | . | ? | 1% | . | . | . | 4% | 1.6% | .
CCCN(CCC(=O)Nc1cc(OC)cc(OC)c1)CC1CC1 | 2% | -8% | ? | -2% | ? | i | i | i | 16% | 0.6%[57.5 µM] | 3%
CN(C=C1C(=O)CC(C)(C)CC1=O)CCN1CCNCC1 | -5%[20.6 µM] | . | i | . | . | i | ? | i | . | . | .
O=C(NCc1ccc2c(c1)OCO2)Oc1ccccc1 | . | 1%[2.3 µM] | . | -2% | -1% | . | . | . | 1% | -1.0% | 0%
O=c1cc(-c2ccccc2)nc2nc(CCc3ccccc3)[nH]n12 | 2% | 1% | ? | 3% | 13% | i | i | i | -3% | -0.1% | 3%
COc1ccc(C(=O)Nc2ccc(Cl)cc2C(=O)NCCO)cc1 | 0% | 0% | i | 0% | 39%[activator] | i | i | i | -3% | -0.8% | -4%
O=C(NCc1ccco1)c1cnn2c(C(F)(F)F)cc(-c3cccs3)nc12 | 2% | -2% | i | -11% | 27% | i | 8.2e-08M* | i | -9% | . | 2%
Cc1ccc(C(N)=O)cc1S(=O)(=O)Nc1cccc(C)c1C | 2% | -1% | i | 2% | -6% | i | i | i | -2% | 0.4% | 3%
c1ccc(-c2oc3ncnc(NCCCn4ccnc4)c3c2-c2ccccc2)cc1 | -2% | ? | i | 3% | 32µM* | i | ? | i | 0% | 0.0% | 0%
CCOC(=O)Cc1csc(NC(=O)CSc2nnc(-n3nc(C)cc3C)c3ccccc23)n1 | -1% | -5% | i | -12% | 22% | i | 1.8e-08M* | i | -1% | 3.4% | -2%
CCOc1ccc(NC(=O)C2CC(=O)N(C)C(=Nc3ccc4c(c3)OCO4)S2)cc1 (stereo unspecified) | -2% | -1% | i | -3% | 9% | i | i | i | -4% | -0.1%[57.5 µM] | 3%
O=C(NC1CCCCC1)n1c(=O)oc2cc(S(=O)(=O)N3CCCCC3)ccc21 | -7% | -5% | ? | 8% | -3% | ? | i | i | -5% | 2.8%[0.369 µM] | .
CCOC(=O)CN1CC23C=CC(O2)C(C(=O)NC2CCCC2)C3C1=O (stereo unspecified) | 0% | 0% | . | 6% | 2% | . | . | . | -1% | -1.1% | -3%
C=CCOC(=O)C1=C(C)NC(=O)NC1c1cn(-c2ccccc2)nc1-c1cccs1 (stereo unspecified) | 0% | -13% | i | -17% | -6% | ? | i | i | -4% | 1.2% | 4%
COc1cc2c(cc1OC)C(Cc1ccc(O)cc1)N(C)CC2 (stereo unspecified) | 2% | ? | . | ? | 66%[activator] | . | . | . | 1% | 3.3% | -3%
CCOC(=O)c1cccc(NC(=O)CSc2nnc(-c3cccnc3)n2CC)c1 | 0% | -1% | i | 5% | 10% | i | i | i | -3% | . | -1%
O=C(Nc1ccccc1)C1CC(=O)N(C2CCCCC2)C1 (stereo unspecified) | -2% | -2% | . | 3% | 4% | . | . | . | -8% | -0.9% | 0%
O=C1OCc2cc(NS(=O)(=O)c3cccs3)ccc21 | 3% | -1% | i | 3% | -12% | i | i | i | -4% | 0.4% | -1%
COC(=O)c1cc(Br)ccc1-c1ccc(/C=N/n2nnnc2N)o1 | -2% | -8%[11 µM] | . | -21%[11.4 µM] | ? | . | . | . | -5%[11.4 µM] | -2.1%[0.0738 µM] | ?
COc1ccc(-c2nn3c(-c4cccc(C)c4)nnc3s2)cc1OC | 2% | -2% | i | 4% | 6% | ? | ? | i | -5% | 2.1%[57.5 µM] | -1%
CC(C)n1c(=O)[nH]c2ccccc21 | 1% | 1% | i | 5% | 4% | i | i | i | -5% | 0.0%[57.5 µM] | -3%
CC1(C)SCC(C(=O)O)N1C=O (stereo unspecified) | 2% | 3% | . | -1% | 7% | . | . | . | 2% | 1.5% | 3%
CCN=C1SC(CC(=O)Nc2sc3c(c2C#N)CCCC3)C(=O)N1CC (stereo unspecified) | -2% | -3% | i | 8% | -5% | i | i | i | 3% | -0.3%[57.5 µM] | -3%
COc1cc(OC)nc(NC(=O)COC(=O)C2CCCCC2)n1 | -2% | 2% | i | 2% | 3% | ? | i | i | 4% | 0.8%[57.5 µM] | -1%
O=C(c1cccs1)N(Cc1cccc(Cl)c1)C1CCS(=O)(=O)C1 (stereo unspecified) | -8% | -1% | i | 1% | 3% | ? | i | i | -3% | -1.8%[1.84 µM] | -1%

Source: PubChem BioAssay (National Center for Advancing Translational Sciences (NCATS))
